NOD1 inhibition – inhibition of NOD1-driven NF-kB reporter – cell-based, luminescence, uHTS, primary screen (AID 1578); NOD1-driven NF-kB luciferase reporter cells, luminescence; higher % means a stronger effect; one-dose inhibition, % at 4 µM; EC50 in µM for titrated hits; 290,000 tested, 1% active; in the data active means inhibition mostly above about 36%, no sharp cut-off; inactive means mostly below about 34%;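 further: HEK-293T reporter cells stimulated with the NOD1 agonist gamma-tri-DAP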
KOR beta-arrestin-1 – KOR antagonists, beta-arrestin recruitment, cell-based, luminescence, uHTS (AID 1778); one-dose inhibition, % at 10 µM; IC50 in µM for titrated hits; 290,000 tested, 0.091% active; KOR beta-arrestin recruitment, luminescence, antagonist mode; higher % means a stronger effect; further: strong numbers were not always called active
KOR beta-arrestin-2 – KOR agonists, beta-arrestin recruitment, primary screen, cell-based, luminescence, uHTS (AID 1777). KOR beta-arrestin recruitment, luminescence; higher % means a stronger effect. 280,000 tested, 0.02% active. activation, % at 10 µM; hits with a dose series show EC50 in µM; in the data active means activation above about 50%, passing the limit was not always enough; further: a part of the inactive calls stands beside numbers as strong as those of hits
Myeloid diff 2 – myeloid differentiation induction | ER-HoxA9 myeloid progenitors, lysozyme-GFP differentiation, flow cytometry | calls only at 10 µM | 360,000 tested, 1% active | AID 624256;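 active means normalized GFP-positive differentiation at or above the plate's own cutoff, the solvent-only control mean plus 3 SD; inconclusive means no clear call, values can overlap the other calls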;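 further: cells exposed to compound for four days before flow analysis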
GPR35 antagonists – inhibition of zaprinast-stimulated GPR35 beta-arrestin translocation – imaging, U2OS, beta-arrestin-GFP, zaprinast agonist, primary screen (AID 2058); U2OS GPR35 beta-arrestin-GFP translocation imaging, zaprinast antagonism; higher % means a stronger effect; 290,000 tested, 0.052% active; inhibition, % at 10 µM; hits with a dose series show IC50 in µM;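 active means inhibition of at least 50% with at least 30 cells and total cytoplasm GFP at most 10,000,000; inconclusive means under 30 cells or total GFP of 10,000,000 plus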
HIV fusion peptide – inhibitors of HIV fusion peptide binding, primary screen, biochemical, uHTS, fluorescence dequenching (AID 1986); cell-free peptide binding, fluorescence dequenching, 30 min; higher % means a stronger effect; inhibition, % at 20 µM; hits with a dose series show IC50 in µM; 290,000 tested, 0.3% active; in the data active means inhibition mostly above about 52%, no sharp cut-off; inactive means mostly below about 76%; further: some results filed as inactive read as strong as hits
GPR55 LPI antagonism – inhibition of LPI-stimulated GPR55 beta-arrestin translocation – imaging, U2OS, beta-arrestin-GFP, LPI agonist, primary screen (AID 2013). one-dose inhibition, % at 10 µM; IC50 in µM for titrated hits. U2OS GPR55 beta-arrestin-GFP translocation imaging, LPI antagonism; higher % means a stronger effect. 290,000 tested, 0.13% active;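 active means spots per cell inhibited over 60%, with over 100 cells counted and total cytoplasm intensity under 500,000; inconclusive means wells with under 100 cells, flagged as likely toxic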;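 further: U2OS cells stably carrying GPR55 and arrestin-GFP stimulated by 5 µM LPI near EC80; imaged beta-arrestin-GFP aggregate spots per cell after agonist stimulation; plate controls were LPI-stimulated DMSO wells for no effect and DMSO wells without LPI for full effect; some results filed as inactive read as strong as hits; confirmed hits need IC50 under 10 µM and bright autofluorescent wells are also inconclusive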
GPR55 beta-arrestin – selective activators of receptor GPR55 – imaging, U2OS cells, beta-arrestin-GFP redistribution, primary screen (AID 1961); U2OS GPR55 beta-arrestin-GFP redistribution imaging; higher % means a stronger effect; activation, % at 10 µM; hits with a dose series show EC50 in µM; 290,000 tested, 0.048% active;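 active means activation above 40% with more than 50 cells counted in the well; inconclusive means wells holding fewer than 50 cells, flagged as toxic or sparse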;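 further: U2OS osteosarcoma cells stably expressing GPR55 and beta-arrestin-GFP; plate controls were DMSO negative control for no effect and LPI positive control for full effect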
HEK293 NOD2/NF-kB – NOD2 signaling inhibitors, cell-based, luminescence, uHTS, HEK293 (AID 1566) | HEK293 NOD2/NF-kB luciferase reporter, luminescence; higher % means a stronger effect | inhibition, % at 4 µM, or EC50 in µM where a hit was titrated | 290,000 tested, 0.63% active; further: many of its hits are not listed in these tables
Myeloid diff 2 GFP+ MAC1+ % – recorded beside Myeloid diff 2, whose call it bears; GFP+ MAC1+ double positive, %; measured here: differentiation confirmed by MAC1 staining
* = called active by the depositor; i = inactive; ? = inconclusive; . = no result given; [ ] = dose if it differs, or a comment. Unless noted, no stated cut-off is given here; in the data, active means inhibition above about 50%; inactive means the rest. Only part of the results is shown; rates above refer to the full screens.

SMILES	NOD1 inhibition	KOR beta-arrestin-1	KOR beta-arrestin-2	Myeloid diff 2	Myeloid diff 2 GFP+ MAC1+ %	GPR35 antagonists	HIV fusion peptide	GPR55 LPI antagonism	GPR55 beta-arrestin	HEK293 NOD2/NF-kB
NC(=O)c1cc2ccc(O)cc2oc1=NCc1ccccc1	-21%	-3%	-5.5%	i	3.4	5%	25%	-13%	-0.1%	6%
COc1ccccc1-n1c(N)cc(=O)nc1SCC(=O)Nc1cc(C)on1	-13%	21%	-3.9%	i	0.2	-2%	-0.9%	1%	0.1%	9%
CCOc1ccc(NC(=O)CSc2nc(N3CCOCC3)nc(N3CCOCC3)n2)cc1	-14%	-25%	4.3%	i	0.5	2%	-0.1%	15%	0.1%	20%
CCCOc1ccc(/C=C2\SC(=S)N(CC3CCCO3)C2=O)cc1 (centres undefined)	2%	.	-3.1%	i	0.5	7%	2.2%	13%	-0.2%	17%
CC(=O)c1ccc(N2CCN(C(=O)COc3ccccc3F)CC2)c(F)c1	-18%	7%	-7.4%	i	0.5	-11%	-2.9%	5%	0.1%	9%
N#Cc1c(NC(=O)CSc2nc(-c3ccccc3)cc(C(F)(F)F)n2)sc2c1CCC2	-34%	35%	8.1%	i	1.2	1%	2.0%	2%	-0.2%	-56%
CCn1c(CNC(=O)C(C)(C)C)nc2ccccc21	-7%	32%	-9.2%	i	2.6	6%	-2.6%	14%	-0.1%	12%
CC1=NN(C(=O)CSCc2ccccc2)C(O)(c2ccc(Cl)cc2)C1 (centres undefined)	-14%	-34%	-2.6%	i	0.8	-6%	-1.5%	1%	-0.1%	-4%
CCN(Cc1ccccc1)S(=O)(=O)c1ccc(S(=O)(=O)N(Cc2ccccn2)Cc2ccco2)cc1	12%	-55%	33%	i	9.7	-4%	1.9%	8%	0.1%	11%
CCN(CC)S(=O)(=O)c1ccc(=O)[nH]c1	-6%	15%	-4.1%	i	0.1	10%	0.1%	7%	0.5%	25%
Cc1ccc2c(n1)sc1c(-c3ccccc3)c(C#N)c(N)nc12	-52%	-31%	4.5%	i	1.1	-7%	67%	14%	-0.3%	-10%
COc1ccc(C2=NOC(C(=O)NCc3ccccc3)C2)cc1 (centres undefined)	-129%	-143%	4.1%	?	.	2%	-0.7%	-15%	-0.1%	-52%
CCOC(=O)C1=C(C)NC(=O)NC1c1ccc(OC(=O)c2ccco2)cc1 (centres undefined)	-12%	-12%	-0.3%	i	1.8	7%	1.2%	3%	0.4%	10%
Cc1ccccc1Cn1ccc(NC(=O)c2nn3cccnc3c2Cl)n1	-24%	8%	-6.0%	i	0.5	8%	-1.6%	2%	0.1%	-2%
CC1=C(C(=O)Nc2cccc(C)n2)C(c2ccc3c(c2)OCO3)C2=C(CC(c3ccco3)CC2=O)N1 (centres undefined)	-34%	-1%	2.0%	i	0.8	2%	10%	7%	-0.2%	4%
COc1ccc(-n2cc(-c3ccc(OC(F)F)cc3)[n+]3c2CCCCC3)cc1	-24%	-23%	3.7%	i	0.4	-10%	-0.4%	2%	-0.1%	19%
C=CCOc1ccccc1CNCc1cccnc1	-75%	19%	3.4%	i	0.4	-4%	-2.4%	23%	0.2%	13%
Cc1onc(-c2c(Cl)cccc2Cl)c1C(=O)N1C=CC(C(F)(F)F)=NCC1	-14%	16%	-3.5%	i	3.8	6%	-0.5%	22%	-0.3%	6%
CCOC(=O)C1(Cc2cccc(F)c2)CCN(Cc2c(C)nn(CC)c2C)CC1	12%	19%	1.0%	i	0.3	-10%	-2.7%	7%	-0.1%	13%
COc1cc(-c2nnc(COC(=O)c3cc(C)no3)o2)cc(OC)c1OC	-19%	7%	12%	i	0.7	8%	0.9%	-6%	-0.1%	17%
O=C(Nc1ccccc1C(=O)N1CCCC1)c1ncoc1-c1cccc(Cl)c1	-15%	3%	-3.1%	i	0.9	18%	-1.8%	-11%	-0.2%	-15%
Nc1nc(Nc2cccc(F)c2)nc2ccccc12	-89%	-3%	-0.2%	i	0.4	7%	-3.1%	21%	0.3%	-93%
COCC(=O)Nc1ccc([N+](=O)[O-])cc1OC	-28%	-21%	4.4%	i	0.3	-6%	1.1%	5%	-0.3%	-11%
Cc1nn(CCCC(=O)Nc2cnn(Cc3ccc(F)cc3)c2)c(C)c1[N+](=O)[O-]	-2%	31%	-4.3%	i	0.8	-4%	-0.7%	6%	0.0%	22%
N#Cc1c(Oc2ccc3ccccc3c2)sc(C(=O)c2ccccc2)c1N	58%	-15%	1.7%	i	0.2	8%	15%	9%	0.3%	-3%
SMILES	NOD1 inhibition	KOR beta-arrestin-1	KOR beta-arrestin-2	Myeloid diff 2	Myeloid diff 2 GFP+ MAC1+ %	GPR35 antagonists	HIV fusion peptide	GPR55 LPI antagonism	GPR55 beta-arrestin	HEK293 NOD2/NF-kB
CCc1ccccc1NC(=S)N(CCCN1CCOCC1)Cc1cccs1	-16%	30%	-1.2%	i	0.9	5%	-1.4%	15%	-0.3%	4%
O=C(O)c1cc(-c2cccs2)nn1-c1cccc(Cl)c1	-9%	-32%	3.8%	i	0.8	-16%	0.4%	8%	-0.6%	3%
CC(=O)N1CCN(C(=O)CSc2nnc(C)n2-c2ccccc2)CC1	0%	-1%	4.7%	i	0.7	6%	-0.4%	10%	-0.2%	-6%
Cc1ccccc1-n1cc(CNCc2c(C(=O)N(C)C)nc3ccc(Cl)cn23)cn1	-32%	11%[20 µM]	.	i	0.4	-1%	-1.3%	3%	-0.1%	-2%
CC(=O)NC1CC2CCCC(C1)N2CC(=O)N1CCCc2ccccc21 (centres undefined)	-12%	19%	-3.1%	i	0.7	2%	-2.4%	0%	0.3%	14%
Cc1cc(/C([O-])=C(/C(=S)Nc2ccc(F)cc2)[n+]2ccccc2)c(C)n1-c1ccc(F)cc1	-22%	-5%	4.2%	i	5.0	6%	-1.3%	22%	0.3%	-21%
CCc1cc2ccc(OC)cc2nc1SCC(=O)Nc1cc(C)on1	7%	-17%	19%	i	0.8	-5%	-1.7%	-12%	-1.0%	2%
NC(=O)C1CCN(c2cc(N3CCOCC3)ccc2[N+](=O)[O-])CC1	-24%	6%	-3.7%	i	1.6	9%	1.1%	-1%	0.5%	-2%
CC1C2CC(C(S(=O)(=O)N3CCOCC3)C2=O)C1(C)C (centres undefined)	-34%	-27%	5.1%	i	0.4	-15%	1.5%	6%	-0.2%	-15%
COc1ccc(Cn2c(CCC(=O)NCCC(C)C)nc3ncccc3c2=O)cc1	4%	23%	0.0%	i	0.3	-12%	0.3%	1%	0.0%	15%
Cc1ccc(/C=C/C(=O)c2ccccc(=O)c2O)c(C)c1	-17%	-11%	0.9%	i	3.0	-1%	48%	1%	0.1%	6%
CCc1nnc(NC(=O)CSc2nc3cccnc3n2Cc2ccccc2)s1	-22%	-59%	4.4%	i	1.4	1%	3.4%	6%	-0.1%	-1%
CCCc1nc(N2CCN(S(=O)(=O)c3ccc(Cl)cc3)CC2)c2c(C)c(C)sc2n1	44%	4%	2.2%	i	0.8	9%	0.4%	-3%	-0.2%	38%
COCCNC(=S)NC12CC3CC(CC(C3)C1)C2	-9%	6%	-0.8%	i	1.6	15%	-1.7%	-5%	0.2%	11%
Cc1ccc(N2CC(C(=O)N3CCC(C(=O)NCCCOC(C)C)CC3)CC2=O)cc1 (centres undefined)	-34%	-18%	-3.3%	i	0.8	12%	-1.0%	-10%	-0.1%	-6%
O=C(NC1CC1)C1CCN(C2CCN(C(=O)/C=C/c3ccc(F)cc3)CC2)CC1	-8%	-30%	1.4%	i	0.7	-18%	-0.3%	-2%	-0.2%	1%
COc1ccc(/C=C/C(=O)N2CCN(c3ccccn3)CC2)cc1	-37%	-3%	6.0%	i	1.4	-4%	0.0%	3%	-0.2%	3%
CCN(CC)CCNC(=O)CCc1n[nH]c(=O)c2ccccc12	-3%	4%	-2.3%	i	0.6	-9%	1.0%	11%	-0.3%	12%
Cc1c(N(C(=O)Nc2ccccc2)C2=NCC(C)S2)c(=O)n(-c2ccccc2)n1C (centres undefined)	-9%	-32%	4.4%	i	0.4	7%	0.1%	2%	0.2%	2%
CCc1nnc(NC(=O)C23CC4CC(CC(C4)C2)C3)s1	-13%	17%	6.6%	i	0.3	3%	-0.9%	8%	0.2%	-13%
CCc1cc(C(=O)c2ccc(OC)cc2)c(NC(=O)CC(C)(C)CC(=O)O)s1	-6%	25%	-0.8%	i	1.0	-8%	3.9%	10%	0.1%	6%
CCN(CC)c1ccc(N)cc1S(=O)(=O)Nc1ccccc1OC	2%	12%	-3.5%	i	0.5	9%	-2.6%	-3%	-0.2%	15%
O=C(CN(Cc1ccccc1)C(=O)c1cccc([N+](=O)[O-])c1)Nc1c(Cl)cc(Cl)cc1Cl	-2%	14%	2.5%	i	0.2	-1%	-1.2%	13%	0.2%	2%
C/C(=N/NS(=O)(=O)c1ccc(CC(C)C)cc1)c1ccncc1	6%	-12%	6.8%	i	1.2	-11%	-0.3%	-4%	-0.2%	38%
CCCCC(=O)OCc1nc2ccccc2s1	-39%	-24%	-0.2%	i	0.4	-12%	0.6%	-25%	-0.3%	-15%
SMILES	NOD1 inhibition	KOR beta-arrestin-1	KOR beta-arrestin-2	Myeloid diff 2	Myeloid diff 2 GFP+ MAC1+ %	GPR35 antagonists	HIV fusion peptide	GPR55 LPI antagonism	GPR55 beta-arrestin	HEK293 NOD2/NF-kB
Cc1ccc(-n2nc3c(N4CCC(C(=O)NCCc5cccs5)CC4)nnc(C)c3c2C)cc1	-8%	-12%	5.9%	.	.	13%	4.3%	6%	0.2%	16%
O=C(CN1C(=O)CC(c2ccccc2)S(=O)(=O)c2ccccc21)N1CCOCC1 (centres undefined)	-33%	28%	-6.4%	.	.	-9%	2.4%	-3%	0.0%	6%
Cc1ccc(S(=O)(=O)C/N=C(/NC(=S)N(c2ccccc2)c2ccccc2)c2ccccc2)cc1	20%	-8%	-3.4%	i	3.6	-13%	9.0%	30%	-0.2%	6%
O=C(c1c[nH]c2ccc(S(=O)(=O)N3CCOCC3)cc2c1=O)N1CCN(c2ccccn2)CC1	-10%	29%	-2.1%	.	.	6%	0.8%	11%	0.6%	19%
Cc1ccccc1NC1=NC(=S)N(CC(N)=O)C12CCOC(C)(C)C2 (centres undefined)	-10%	-7%	4.2%	i	0.5	-3%	-0.6%	-4%	0.3%	9%
C#CCOCCOCCOCCNc1nc(N2CCN(C(=O)C([C@@H](C)CC)n3cc(C(N)Cc4ccc(O)cc4)nn3)CC2)nc(N2CCN(C(=O)[C@H](CCC(=O)O)n3cc(C(N)CO)nn3)CC2)n1 (some centres undefined)	-7%	-8%	9.6%	i	0.9	-6%	1.6%	-3%	1.3%	10%

Source: PubChem (several laboratories)
